GoLoco inh red: inhibitors of human Gai1-RGS12 GoLoco interaction (red fluorophore) | P63096 | Gai1:RGS12 GoLoco peptide FP, rhodamine, 10 min | Potency, µM (doses to about 61.6 µM), without a hit: top-dose activity, negative = inhibition, hits mostly inhibitors | 230,000 compounds, 0.44% hits | AID 880; active = well fitted inhibition curve with a large enough effect, not every such curve was filed as active; inactive = no such curve, though single readings can be large or run the other way; also: nearly all actives have a fitted effect of over 30% in size; many of its hits are not listed in these tables
GAA inhib: alpha-glucosidase (human) inhibition | Potency, µM (highest dose often 76.9 µM), without a hit: at the highest dose activity change, negative = inhibition, actives largely listed as inhibitors | 200,000 compounds, 0.005% hits | P10253 | purified human GAA, 4-MU-alpha-glucoside fluorescence | AID 1466;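 also: plate controls were uninhibited enzyme wells for no effect and no-enzyme background for full effect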
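Enzyme (4 nM final) mixed with compound (up to 77 uM), then 4-MU-alpha-D-pyranoside (400 uM final) added; 20 min at room temperature, pH 5.0. Reaction stopped at pH 10, fluorescence read, AC50 derived by Hill fit.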
TR SRC2 fluor cs: Texas Red fluorescence interference in TRb-SRC2 counter-screen | TRb/SRC2 Texas Red total fluorescence interference | 280,000 compounds, 0.29% hits | Potency, µM (top dose mostly 106 µM), inactives show at the top dose fluorescence change, negative = quenching | AID 1479; active = well fitted curve in either direction with a large enough effect; inconclusive = small, poorly fitted or top-dose-only effect
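Human TRb ligand-binding domain at 0.6 uM with 20 nM Texas Red SRC2 peptide in Tris buffer containing 1 uM T3 and 5% DMSO, incubated with compound 5 h at ambient temperature. Total fluorescence (555/632 nm) calculated as parallel + 2 × perpendicular.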
GAA glycogen: GAA glycogen-cleavage inhibition or activation | P10253 | recombinant GAA, glycogen substrate, Amplex Red glucose oxidase fluorescence | Potency, µM (highest dose often 76.4 µM), inactives show at the top dose activity change, negative = inhibition, usual class: inhibitors | 300,000 compounds, 0.38% hits;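 also: 0% = full enzyme reaction and -100% = no-enzyme basal signal; the screen sought inhibitors and activators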
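Natural-substrate format: glycogen cleavage by 4 nM human enzyme, glucose read by Amplex Red coupling (Ex 573, Em 610 nm). Normalized to enzyme and no-enzyme controls.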
GAA spleen mod: inhibits or activates alpha-glucosidase in human spleen homogenate; 240,000 compounds, 0.006% hits; P10253; Potency, µM (doses to about 79.9 µM), without a hit: at the highest dose activity change, negative = inhibition, usual class: inhibitors; human spleen homogenate, 4-MU-alpha-glucoside fluorescence;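 also: 0% = enzyme with vehicle and -100% = no enzyme basal signal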
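Compounds were titrated against alpha-glucosidase in spleen homogenate at pH 5.0, with 1 mM 4-methylumbelliferyl substrate for 40 min at 37 C. Reactions were quenched with pH 10 NaOH/glycine and fluorescence measured.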
L3MBTL1 block: blocks human L3MBTL1; Potency, µM (doses to about 57.1 µM), without a hit: top-dose activity, negative = inhibition, actives largely listed as inhibitors; 230,000 compounds, 0.66% hits; AID 485360; AlphaScreen L3MBTL1–H3K9me1 peptide binding; Q9Y468; also: nearly all actives have a fitted effect of over 60% in size
Target sequence (Q9Y468 whole entry, looked up): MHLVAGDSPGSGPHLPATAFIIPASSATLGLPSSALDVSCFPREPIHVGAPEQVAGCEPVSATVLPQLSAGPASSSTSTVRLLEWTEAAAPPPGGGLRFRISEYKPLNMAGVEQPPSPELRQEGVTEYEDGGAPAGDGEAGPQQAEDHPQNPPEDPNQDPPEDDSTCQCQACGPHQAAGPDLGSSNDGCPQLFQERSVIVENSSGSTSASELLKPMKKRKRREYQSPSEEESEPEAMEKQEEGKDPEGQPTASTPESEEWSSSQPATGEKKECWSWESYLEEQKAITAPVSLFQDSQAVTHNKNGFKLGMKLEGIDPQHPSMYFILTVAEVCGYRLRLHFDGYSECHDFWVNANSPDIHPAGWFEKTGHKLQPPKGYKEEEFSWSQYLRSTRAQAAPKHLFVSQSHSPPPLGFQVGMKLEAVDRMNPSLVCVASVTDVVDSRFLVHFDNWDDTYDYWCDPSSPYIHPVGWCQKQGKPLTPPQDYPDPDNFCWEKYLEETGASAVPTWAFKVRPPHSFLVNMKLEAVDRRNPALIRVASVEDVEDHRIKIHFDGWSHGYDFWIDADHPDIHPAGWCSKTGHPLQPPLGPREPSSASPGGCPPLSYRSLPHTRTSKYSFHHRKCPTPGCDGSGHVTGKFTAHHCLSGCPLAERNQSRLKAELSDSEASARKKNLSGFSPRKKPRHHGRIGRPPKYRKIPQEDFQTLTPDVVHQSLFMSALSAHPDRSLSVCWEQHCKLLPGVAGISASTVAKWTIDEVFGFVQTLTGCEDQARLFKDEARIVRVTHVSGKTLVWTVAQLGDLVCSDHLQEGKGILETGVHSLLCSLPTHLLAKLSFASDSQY
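L3MBTL1 50 nM + b-AHA-H3(1-15)K9me1 75 nM, 30 min RT; compound added, 30 min RT; streptavidin donor/Ni-chelate acceptor beads 10 ug/mL each final, 30 min RT dark; AlphaScreen read.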
RECQ1 inh: RECQ1 (human) helicase inhibition; P46063; RECQ1 DNA unwinding, red fluorescence kinetic read; Potency, µM (titrated, usually from 57.3 µM), inactives show top-dose activity, negative = inhibition, actives largely listed as inhibitors; 240,000 compounds, 0.54% hits;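 also: plate controls were vehicle for no effect and no enzyme for full effect; nearly all actives have a fitted effect of over 30% in size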
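50 nM RECQ1T1 preincubated 15 min with compound in Tris pH 8.0 buffer with MgCl2, DTT, Tween-20 and 2.5 ug/ml poly(dI-dC); started with 200 nM TAMRA/BHQ-2 forked duplex and 2 mM ATP. Unwinding read as fluorescence (525/598 nm), two reads 2 h apart.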
TRb-SRC2 inh: TRbeta-SRC2 interaction inhibition. P10828. TRbeta-SRC2 peptide binding, fluorescence polarization; receptor liganded with 1 µM T3. Potency, µM (doses to about 106 µM), without a hit: at the top dose activity change, negative = inhibition, actives largely listed as inhibitors. 280,000 compounds, 0.065% hits. AID 1469;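 also: plate controls were bound peptide for no effect and peptide without receptor for full effect; nearly all actives have a fitted effect of over 50% in size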
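Human TRb LBD (0.6 uM) plus Texas Red-labeled SRC2 peptide (20 nM), 1uM T3, 5% DMSO, 5 hr at ambient temperature. Decreased polarization (555/632 nm) flags inhibition; data normalized to free and bound peptide controls.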
* marks the source's active call; other numbers are inactive results; i = inactive; ? = inconclusive; / = not tested or not shown; [ ] = dose if it differs, or a comment. Unless noted, calls follow the shape of the dose curve; as a rule, active = well fitted curve in the direction sought with a large enough effect; inconclusive = small, poorly fitted or top-dose-only effect, or another doubt; inactive = no such curve, though single readings can be large; an effect the other way counts as inactive or inconclusive. Unless noted, % is scaled to controls: 0 for no effect and ±100 for the full control effect; potency is read from the fitted curve at half-maximal effect.

SMILES	GoLoco inh red	GAA inhib	TR SRC2 fluor cs	GAA glycogen	GAA spleen mod	L3MBTL1 block	RECQ1 inh	TRb-SRC2 inh
Cc1ccccc1C1NC(=O)Cc2ccccc21 (stereo unspecified)	1%	-9%	1%	3%	-19%	/	-4%	0%
COC(=O)C/C=C\[C@@H](C)[C@@H](/C=N\OCC[C@H]1C=C[C@H](OC(C)=O)[C@@H](COC(C)=O)O1)NS(=O)(=O)c1ccc(C)cc1	/	/	0%[11.2 µM]	/	1%[17.4 µM]	/	1%[11.5 µM]	0%[11.2 µM]
COc1ccc(C[C@H]2CN3C(=NC[C@@H]3Cc3ccc(O)cc3)N2C[C@H](C)NC(=O)CCC2CCCCC2)cc1	5%	/	0%	6%	2%	/	-14%	8%
CCOc1ncccc1C(=O)N1CCN(c2ccc(C(F)(F)F)cn2)CC1	3%	1%	0%	8%	1%	0%	-11%	-5%
CCCCc1nnc(NC(=O)CCSc2ccccc2)s1	16%	-2%	-4%	3%	-11%	/	-8%	-3%
Cc1cccc(OC(C)C(=O)N(Cc2cccs2)C2CCS(=O)(=O)C2)c1C (stereo unspecified)	4%	6%	3%	6%	-11%	/	5%	-14%
COc1ccc(Nc2nc(C(=O)NCCCN3CCOCC3)cs2)cc1	2%	1%	-4%	?	4%	-6%	i	-15%
Cc1ccc(NC(=O)c2cc3cccc([N+](=O)[O-])c3[nH]2)cc1	6%	-7%	-8%	-4%	1%	-9%	8%	3%
CCN(CC)C(=O)COc1ccc(/C(C)=N/NC(=O)c2ccccc2O)cc1	8%	2%	0%	?	-2%	1%	-2%	-5%
CCc1nnc(NC(=O)C2CCN(C(=O)NC3CCCCC3)CC2)s1	6%	?	-3%	18%	-16%	0%	-6%	-1%
Cc1cc(C)cc(N2CC(C)(C)C2=O)c1	6%	1%	-2%	0%	-8%	14%	-8%	-5%
CCN(CC)S(=O)(=O)c1ccc2c(c1)N(CC(=O)NCc1ccco1)C(=O)CO2	5%	/	-3%	1%	-2%	/	-15%	-6%
CSc1sc(C(=O)NN)c2c1C1(CCC2)SCCS1	5%	-6%	-2%	?	-4%	-17%	-6%	-3%
COc1cc(/C=C/C(=O)c2c(O)ccc3c(C)cc(=O)oc23)ccc1O	-3%	4%	-3%	1%	-3%	/	-6%	-15%
O=C(c1ccco1)N1CCN(C(c2ccc(F)cc2)c2nnnn2CC2CCCO2)CC1 (stereo unspecified)	-12%	-3%	-2%	-11%	-2%	-1%	i	0%
O=C(CCC(=O)N1CCN(S(=O)(=O)c2ccccc2)CC1)c1cccs1	-11%	?	2%	-18%	-18%	-6%	-10%	-12%
CC(=O)c1ccc(OCc2cccc(C(F)(F)F)c2)cc1O	4%	-5%	0%	-15%	-1%	137%[activator]	-5%	-5%
COC(=O)N1C(C)=Cc2ccccc2C1CC(C)=O (stereo unspecified)	-2%	/	0%	/	0%	/	-1%[11.5 µM]	7%
C/C(Cc1ccccc1)=N\NC(=O)CNC(=O)c1ccc(C(C)(C)C)cc1	8%	-1%	1%	-11%	-10%	7%	-5%	-18%
Nc1nc(-c2ccc3c(c2)CCCC3)cs1	1%	-10%	-3%	-6%	-2%	-1%	i	-13%
O=C(NC1CCCCC1)c1cccnc1C(=O)O	-3%	12%	/	?	8%	-7%	-12%	/
Cc1ccc(CN(C)CC(=O)Nc2cccc([N+](=O)[O-])c2)o1	11%	-1%	-4%	-11%	/	9%	-1%	-3%
Cc1nn(Cc2ccccc2Cl)c(C)c1NC(=O)c1nc2ncccn2n1	10%	2%	1%	-3%	-2%	3%	-3%	-14%
N#C/C(=C/c1cc(Br)cs1)C(=O)NCC1CCCO1 (stereo unspecified)	4%	-3%	-3%	-2%	-8%	6%	-12%	-2%
CSc1nc2ccc(NC(=O)C3=NN(c4ccccc4)C(=O)CC3)cc2s1	16%	-13%	-2%	-12%	0%	?	0%	1%
O=C1CS/C(=N\N=C\c2ccccc2Cl)N1CC1CC1	9%	/	0%	-3%	-11%	9%	-2%	-2%
COc1ccccc1N1CCN(C(=O)CCCn2c(=O)[nH]c3ccsc3c2=O)CC1	9%	1%	-1%	3%	5%	3%	-1%	-16%
Cc1c(S(=O)(=O)c2ccccn2)c(N)n(Cc2ccccc2)c1C	-2%	/	?	-29%	-1%	-20%	-23%	-21%
CCOC(=O)N1CCC(N(CCOC)C(=O)Nc2ccc(C)c(C)c2)CC1	-6%	-5%	-3%	4%	-1%	8%	-14%	0%
COc1ccc(S(=O)(=O)N(CC(=O)N2CCOCC2)c2cc(Cl)ccc2OC)cc1OC	-6%	3%	0%	-6%	-5%	-5%	-4%	0%
COc1ccc(CCNC(=O)c2ccc(CNS(=O)(=O)c3ccc(C(C)(C)C)cc3)cc2)cc1OC	26%	-1%	0%	17%	-3%	7%	4%	-2%
O=C(C/C=N/OCc1c(Cl)cccc1Cl)c1cnc(-c2ccccc2)s1	2%	-4%	4%	-10%	6%	-2%	-5%	7%
N#CCCS(=O)(=O)c1ccccc1	-3%	/	1%	/	3%	/	4%	5%
Oc1ccc(/C=N/Nc2nc(-c3ccc(Cl)cc3)cc(C(F)(F)F)n2)cc1	-5%	-6%	-4%	-23%	3%	-13%	-5%	4%
CC(=O)n1cc([C@@H]2C=C(C(=O)NCc3ccccc3)O[C@H](OCCCCO)C2)c2ccccc21	16%	/	-2%	-3%	-7%	0%	8%	-5%
CCC(C)Sc1nc(O)c(Cc2ccccc2)c(=O)[nH]1 (stereo unspecified)	-2%	-10%	2%	?	5%	/	i	-7%

Part of the list above in order of molecular weight, low to high.
SMILES	GoLoco inh red	GAA inhib	TR SRC2 fluor cs	GAA glycogen	GAA spleen mod	L3MBTL1 block	RECQ1 inh	TRb-SRC2 inh
CCOC(=O)N1CCC(N(CCOC)C(=O)Nc2ccc(C)c(C)c2)CC1	-6%	-5%	-3%	4%	-1%	8%	-14%	0%
COc1ccccc1N1CCN(C(=O)CCCn2c(=O)[nH]c3ccsc3c2=O)CC1	9%	1%	-1%	3%	5%	3%	-1%	-16%
COc1ccc(CCNC(=O)c2ccc(CNS(=O)(=O)c3ccc(C(C)(C)C)cc3)cc2)cc1OC	26%	-1%	0%	17%	-3%	7%	4%	-2%

Other entries.
SMILES	GoLoco inh red	GAA inhib	TR SRC2 fluor cs	GAA glycogen	GAA spleen mod	L3MBTL1 block	RECQ1 inh	TRb-SRC2 inh
O=C(CC(c1ccccc1)c1cc(Br)ccc1O)NCCN1CCOCC1 (stereo unspecified)	-7%	0%	0%	28%	-27%	4%	-11%	-28%
CCN(CC)c1ccc(C2C3CCCCC3(O)CCN2CC(=O)Nc2ccccc2)cc1 (stereo unspecified)	-7%	-9%	0%	-8%	-6%	/	-3%	2%
CCOC(=O)C1(Cc2cccc(OC)c2)CCN(Cc2ccccc2)CC1	-3%	/	-4%	-8%	4%	38%[activator]	i	-8%
N#Cc1cc2c(nc1SCC(=O)N1CCCCC1)CCCC2	-1%	-6%	1%	-7%	-2%	/	-13%	-3%
Cc1ccc(N(Cc2cc3cc(C)ccc3[nH]c2=O)C(=O)c2cccs2)cc1	-2%	-8%	-1%	9%	1%	5%	-6%	3%
CCOC(=O)C1=C(C)Nc2nc(SC)nn2C1c1ccc(C(=O)OC)cc1 (stereo unspecified)	9%	-4%	1%	6%	-7%	6%	-4%	0%
CCCOC(=O)c1ccc(NC(=O)C2C3C=CC(O3)C2C(=O)O)cc1 (stereo unspecified)	-37%	-1%	2%	-2%	-5%	3%	-2%	10%
CC(=O)c1ccc(NC(=O)C(C)N(C)CC(=O)Nc2cccc(F)c2)cc1 (stereo unspecified)	3%	-2%	-2%	7%	3%	/	-14%	10%
CCC[C@@H]1C[C@@]1(CCC)C(NC(=O)c1ccccc1)c1cccc(Cl)c1 (stereo partly specified)	-4%	/	-1%	/	-8%	/	i	-8%
Cc1cc(NC(=O)c2c(Cl)cnn2C)no1	-3%	-4%	1%	4%	3%	/	i	2%
O=C(O)c1ccc(N/N=C/c2ccc(C(F)(F)F)cc2)cc1	3%	-6%	-7%	?	-4%	-17%	0%	2%
CCC(=O)NC(=S)Nc1ccc(OC)cc1OC	17%	3%	2%	6%	-12%	-5%	-11%	4%
S=C(NCC1CCCO1)N1CCN(c2nc(-c3ccccc3)cs2)CC1 (stereo unspecified)	11%	-2%	0%	-12%	-3%	-20%	-1%	-1%

Entries above with an aryl methoxy group, in the order listed:
SMILES	GoLoco inh red	GAA inhib	TR SRC2 fluor cs	GAA glycogen	GAA spleen mod	L3MBTL1 block	RECQ1 inh	TRb-SRC2 inh
COc1ccc(C[C@H]2CN3C(=NC[C@@H]3Cc3ccc(O)cc3)N2C[C@H](C)NC(=O)CCC2CCCCC2)cc1	5%	/	0%	6%	2%	/	-14%	8%
COc1ccc(Nc2nc(C(=O)NCCCN3CCOCC3)cs2)cc1	2%	1%	-4%	?	4%	-6%	i	-15%
COc1cc(/C=C/C(=O)c2c(O)ccc3c(C)cc(=O)oc23)ccc1O	-3%	4%	-3%	1%	-3%	/	-6%	-15%
COc1ccccc1N1CCN(C(=O)CCCn2c(=O)[nH]c3ccsc3c2=O)CC1	9%	1%	-1%	3%	5%	3%	-1%	-16%
COc1ccc(S(=O)(=O)N(CC(=O)N2CCOCC2)c2cc(Cl)ccc2OC)cc1OC	-6%	3%	0%	-6%	-5%	-5%	-4%	0%
COc1ccc(CCNC(=O)c2ccc(CNS(=O)(=O)c3ccc(C(C)(C)C)cc3)cc2)cc1OC	26%	-1%	0%	17%	-3%	7%	4%	-2%
CCOC(=O)C1(Cc2cccc(OC)c2)CCN(Cc2ccccc2)CC1	-3%	/	-4%	-8%	4%	38%[activator]	i	-8%
CCC(=O)NC(=S)Nc1ccc(OC)cc1OC	17%	3%	2%	6%	-12%	-5%	-11%	4%

Screens deposited in PubChem BioAssay by National Center for Advancing Translational Sciences (NCATS).

These rows are one share of the data; count on the stated rates, not on these rows.
